Assay outcomes: PubChem, several laboratories
TNF necrop inh = TNF-alpha cell death inhibition in Jurkat FADD-/- cells; Jurkat FADD-/- TNF necroptosis rescue, ATP luminescence, 24 h; 0 = TNF only, 100 = no-TNF cells; activation (protection from cell death), % at 10 µM; 220,000 compounds, 0.068% hits; AID 463075;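 active = activation, meaning protection from cell death, of at least 50% relative to plate controls; inactive = activation below 50%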;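 also: necroptosis triggered by 40 ng/mL TNF-alpha added together with compound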
Runt-SMMHC FRET = Runt domain-CBFb-SMMHC interaction inhibition | 220,000 compounds, 0.74% hits | Q01196+Q13951 | inhibition, % at 20 µM | Cerulean-Runt/Venus-CBFb-SMMHC FRET ratio 530/480, 1 h | AID 1434;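 active = mean inhibition across duplicate retests at 20 µM reaching about 50%, limit read from the data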;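 also: 0% = DMSO wells and 100% = wells with excess untagged CBFb-SMMHC; inhibitors lower the FRET ratio by blocking Runt binding to CBFb-SMMHC; some results filed as inactive read as strong as hits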
Target sequence (Q01196 whole entry, looked up, the tested form may be a part): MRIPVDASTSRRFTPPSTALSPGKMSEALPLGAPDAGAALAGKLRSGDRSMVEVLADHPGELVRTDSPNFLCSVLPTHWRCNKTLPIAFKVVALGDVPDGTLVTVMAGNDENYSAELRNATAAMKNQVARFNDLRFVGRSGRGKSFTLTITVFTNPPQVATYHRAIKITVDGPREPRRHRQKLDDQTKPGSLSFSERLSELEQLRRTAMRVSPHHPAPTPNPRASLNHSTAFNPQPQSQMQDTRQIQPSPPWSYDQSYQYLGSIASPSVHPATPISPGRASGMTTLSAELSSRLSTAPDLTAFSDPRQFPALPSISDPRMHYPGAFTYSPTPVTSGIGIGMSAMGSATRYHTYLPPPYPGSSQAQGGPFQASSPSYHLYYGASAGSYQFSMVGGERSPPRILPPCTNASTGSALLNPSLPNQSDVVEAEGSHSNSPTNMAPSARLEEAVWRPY
Target sequence (Q13951 whole entry, looked up, the tested form may be a part): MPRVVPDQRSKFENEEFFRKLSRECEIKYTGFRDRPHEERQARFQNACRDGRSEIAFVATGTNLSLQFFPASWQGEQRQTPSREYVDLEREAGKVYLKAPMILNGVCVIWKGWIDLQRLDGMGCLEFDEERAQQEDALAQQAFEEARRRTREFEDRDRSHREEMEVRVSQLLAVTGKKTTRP
TRPML3 agonist = activates the human TRPML3 channel; HEK293 TRPML3-YFP, Fluo-8 calcium fluorescence; 100% = the carbachol control signal; Q8TDD5; activation, % at 3 µM; 220,000 compounds, 0.29% hits; AID 1448;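 active = activation above its plate's cutoff, the mean activation of the plate's test wells plus 3 SD, cut at about 12% in these data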;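 also: 0% = DMSO only wells and 100% = carbachol wells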
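Test system – HEK293 line with stable expression of human TRPML3-YFP channel · Control set – carbachol 87 µM final as high control (100%), DMSO as low control (0%) · Signal – Fluo-8 calcium dye fluorescence, ex 470-495, em 515-575 nm · Incubation – 1-h 37 °C dye load, 5-s basal, 120-s post-compound reads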
CHOP inh = CHOP inhibition in unfolded protein response; CHO-K1 CHOP-promoter luciferase, tunicamycin-induced, 15-18 h; inhibition, % at 10 µM; 220,000 compounds, 3.8% hits; AID 2732;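 active = compounds that reduced the stress-induced luciferase reporter signal by more than about 70% of percent inhibition, limit read from the data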;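 also: 0% = tunicamycin plus vehicle and 100% = wells without tunicamycin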
Mdm2 ligase inh = Mdm2 E3 ligase (human) inhibition; AID 1230; Q00987; cell-based MDM2 ubiquitination luciferase reporter, 2 h; 0 = plate control, 100 = twice control, blank-subtracted; signal enhancement, % at 5 µM; 210,000 compounds, 0.11% hits;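 active = signal enhancement of 30% or more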;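 also: luminescence tracks abundance of the self-degrading MDM2-luciferase fusion protein; higher signal means inhibition of MDM2 E3 ligase activity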
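System: stable MDM2–luciferase fusion reporter cells / Input: 2000 cells seeded into each well / Schedule: 4 h settle plus 2 h compound, 37 °C / Compound: single-point 5 µM / Buffer or medium: cells held in DMEM / Benchmarks: control and blank well means / Evaluation: percent signal gain over controls, blank-subtracted / Measured by: luciferase luminescence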
p47phox inh = blocks human p47phox regulatory protein of NADPH oxidases. p47phox/p22phox peptide binding, fluorescence polarization, 2 h. inhibition, % at 24.7 µM. 220,000 compounds, 0.53% hits. AID 1274. P14598;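 active = inhibition above about 30%, limit read from the data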;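 also: 0% = p47phox with labelled peptide and 100% = labelled peptide alone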
PPC-1+TRAIL kill = compounds killing PPC-1 cancer cells with TRAIL present (potentiator screen, no TRAIL-free arm) | cell killing (% activity), % at 4 µM | 220,000 compounds, 0.41% hits | PPC-1 cells + TRAIL, ATPLite viability luminescence;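 active = cell killing above 50% in the first pass at 4 µM, then a duplicate retest at 5 µM averaging 50% or more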;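 also: plate controls were cells with TRAIL plus DMSO for no effect and medium-only wells lacking cells for full effect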
EBV gp42 block = inhibitors of Epstein-Barr virus glycoprotein 42. inhibition, % (tested at 21.74 µM). Fluorescence polarization binding assay, mP read-out. 220,000 compounds, 0.42% hits. AID 1085. Q1HVG2; in the data active = inhibition above about 50%
Target sequence (Q1HVG2 whole entry, looked up): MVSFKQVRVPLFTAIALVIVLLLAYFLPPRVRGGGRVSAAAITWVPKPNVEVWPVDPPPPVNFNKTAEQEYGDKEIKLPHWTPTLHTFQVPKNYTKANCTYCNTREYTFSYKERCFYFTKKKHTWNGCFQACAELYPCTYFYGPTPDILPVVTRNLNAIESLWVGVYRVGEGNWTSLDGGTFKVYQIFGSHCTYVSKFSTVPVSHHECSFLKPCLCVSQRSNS
TRPN1 ag = zebrafish TRPN1 (NompC) channel agonism; HEK293 zebrafish TRPN1-YFP, Fluo-8 calcium fluorescence; 100% = response to 87 µM carbachol; activation, % at 3 µM; 220,000 compounds, 0.18% hits; AID 1424;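 active = activation above its plate's cutoff, the mean activation of test wells on that plate plus 3 SD, cut at about 19% in these data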;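 also: 0% = DMSO alone and 100% = 87 µM carbachol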
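System: zebrafish TRPN1-YFP in HEK293 cells / Dosing: 3 µM single point / Timing: dye loading 1 h at 37 °C, then 30 min room temperature / Signal: Fluo-8 calcium fluorescence, excitation 470-495 nm, emission 515-575 nm / Read-out basis: percent activation from peak over basal fluorescence ratio, control-normalized / Control set: high carbachol 87 µM, low DMSO alone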
Starred values were filed as active, the others as inactive; . = not tested or not shown; [ ] = another dose, or the depositor's remark.

SMILES	TNF necrop inh	Runt-SMMHC FRET	TRPML3 agonist	CHOP inh	Mdm2 ligase inh	p47phox inh	PPC-1+TRAIL kill	EBV gp42 block	TRPN1 ag
COc1ccc(/C=N/OCC(=O)NC(c2ccccc2)c2ccccc2)cc1OC	-3.5	-29.8	0.4	40.8	-32.7	-9.9	16.6	-19.9	-1.4
O=C1N(Cc2cccc(Cl)c2)C[C@@H]2C[C@@H](c3cccn3-c3nccs3)N3CCC[C@@]123	-0.2	1.7	-1.5	21.0	-9.4	-6.4	8.3	-3.7	-1.2
O=C1c2cccnc2C(O)N1C1CCCCC1 (configuration not stated)	0.7	-0.2	1.1	-6.9	-8.7	-16.0	9.8	-17.5	0.0
Cc1ccccc1NC1=C(C(=O)c2ccccc2)N(C)S(=O)(=O)c2ccccc21	-2.6	-9.2	-0.2	17.4	-20.9	-12.9	20.6	-28.2	1.1
O=C(CP(=O)(c1ccccc1)c1ccccc1)Nc1cccc(CP(=O)(c2ccccc2)c2ccccc2)c1	-10.1	-0.6	-0.4	4.8	-22.2	-13.3	-5.2	-11.8	0.4
COc1cccc(N2C(=O)C3CCCN3C2c2ccc(N(C)C)cc2)c1 (configuration not stated)	-0.2	-2.0	0.4	25.6	-13.3	-18.9	19.3	-14.3	1.6
O=C(Nc1ccccc1Cl)OCc1cncs1	4.9	0.8	-0.6	-25.2	-15.4	-10.1	4.4	1.7	-0.3
COc1nc(OCCNC(C)=O)nc(N(C)C)n1	-1.4	1.2	0.2	15.4	-2.8	-8.4	11.7	-1.5	2.3
Cn1c(-c2c(N)n(CCCc3ccccc3)c3nc4ccccc4nc23)nc2ccccc21	-0.2	-16.4	-0.3	-4.3	.	-30.0	14.9	5.9	1.2
CC(C)(C)c1ccc(C(=O)NNc2ccc(F)cc2F)cc1	1.0	1.7	0.3	15.3	2.4	-1.6	7.8	-8.0	-0.7
COc1cc(C(C#N)N2CCC(c3ccccc3)=N2)ccc1O (configuration not stated)	-0.1	-1.7	0.3	-0.3	-7.9	-5.1	3.5	-7.2	1.1
Cc1c(Nc2nc(-c3ccc(Cl)cc3)cs2)c(=O)n(-c2ccccc2)n1C	-0.7	0.9	0.0	41.1	-5.3	-7.9	-0.5	-4.1	-0.8
COc1cc(C(=O)OCC(=O)Nc2cc(C)on2)ccc1OCc1ccccc1Cl	-0.1	-1.8	0.1	30.0	-11.8	-6.1	12.3	-9.8	1.4
O=C(NCc1cccc(C(F)(F)F)c1)C1CC(c2ccc(C(F)(F)F)cc2)=NO1 (configuration not stated)	6.1	-2.6	.	51.7	13.7	-5.0	-0.8	-19.0	.
COc1ccccc1NC(=S)NCCc1ccc(S(N)(=O)=O)cc1	-2.4	-2.7	0.8	17.9	-10.2	-5.8	4.1	-0.6	0.6
COC(=O)c1ccccc1NC(=O)COC(=O)c1ccco1	-2.1	1.0	0.1	5.5	0.8	0.9	7.9	17.8	-2.2
Cc1ccnc(NCn2nnc3ccccc32)c1	-2.5	2.3	0.7	42.0	-17.6	-16.7	7.6	-20.0	0.0
O=C(Cc1ccc([N+](=O)[O-])cc1)Nc1cccc(C(F)(F)F)c1	5.0	-1.1	-0.4	24.9	-16.1	5.4	10.9	-9.8	0.3
COCCCNC(=S)N/N=C/c1ccc(O)cc1O	0.6	-9.5	1.0	-4.2	-1.4	-4.8	23.5	-18.7	1.6
O=C(NC1CCCC1)c1cc(COc2ccc3ncccc3c2)on1	-17.7	0.8	3.8	55.0	-28.4	-10.3	10.2	-10.8	12.7
COc1ccccc1OCCC(=O)OCC(=O)NCc1ccc(Cl)cc1	-0.3	-3.4	-0.1	-5.6	1.5	-2.3	3.9	-6.5	-2.4
Cn1nccc1C(=O)Nc1ccc2c(c1)OCCO2	-0.3	1.7	0.5	7.9	-39.5	1.7	14.0	-13.0	-0.9
COc1ccc(CN2C(=O)CCC2(C)C(=O)NC2CCCC2)c(OC)c1 (configuration not stated)	0.8	-1.8	0.4	0.7	.	-2.8	-0.3	-19.5	0.9
CCCCCCC(C)n1cc(C(C)=O)c(=O)[nH]c1=O (configuration not stated)	-1.0	0.8	-0.5	20.2	7.9	-9.1	-1.9	2.8	-0.8
Cc1ccc(OC(=O)N2CCOCC2)cc1	-1.4	0.1	0.9	-26.4	-12.6	-3.1	11.1	-19.2	1.2
Cn1nnnc1SC(C(=O)Nc1ccc(F)cc1)c1ccccc1 (configuration not stated)	1.3	-1.2	0.2	6.4	-17.8	4.6	1.5	0.6	-0.9
O=C(N/N=C\C=C\c1ccc2c(c1)OCO2)C1COc2ccccc2O1 (configuration not stated)	2.3	-1.6	0.6	48.3	4.7	-13.2	21.6	1.2	-0.3
Cc1c(NC(=O)c2nn3c(c2Br)NC(c2ccccc2)CC3C(F)(F)F)c(=O)n(-c2ccccc2)n1C (configuration not stated)	0.4	-2.8	1.4	14.8	4.0	-10.8	21.6	-6.1	4.1
CC(Nc1cc(N2CCOCC2)ccc1[N+](=O)[O-])c1ccccc1 (configuration not stated)	0.4	1.6	-0.1	72.8*	14.3	-0.6	10.4	8.1	-0.9
CSc1nc(-c2ccco2)cc(-c2ccccc2)c1C#N	-1.6	-8.0	-1.1	30.1	-9.0	-14.7	2.9	-19.3	-0.9
COc1ccc(-c2cc(C3CCN(c4ncccc4[N+](=O)[O-])CC3)[nH]n2)cc1	0.8	0.0	0.2	75.9*	-8.5	-16.3	2.6	-5.1	-1.0
Cc1onc(-c2c(Cl)cccc2Cl)c1C(=O)N=C(N)N1CCOCC1	0.0	1.4	0.3	3.8	-4.1	-2.7	13.5	0.3	-0.8
CCOc1ccc(N(CC(=O)NC2CCCCCC2)S(=O)(=O)c2c(C)noc2C)cc1	0.3	0.5	0.8	29.2	-9.5	-12.6	8.5	-12.7	0.7
CCOc1ccccc1NC(=O)Nc1cnccn1	-2.1	-0.1	-0.1	29.0	-3.8	4.8	5.4	-7.6	0.2
CCCCOC(=O)CSc1nc(N)c(C#N)c(-c2ccc(OCC)cc2)c1C#N	-1.6	-2.6	0.1	50.0	-23.1	-3.5	0.6	-3.0	0.9
Nc1nnn(CC(=O)N/N=C/c2ccncc2)n1	2.7	1.9	0.8	-17.0	-5.4	9.0	21.1	-5.1	-1.8
Cc1ccc(O)c(NC(=O)CCC2CCCCC2)c1	-25.5	-7.9	-0.3	.	-10.6	-9.0	18.9	-16.6	-0.2
COc1cc(C(=O)OCC(=O)N2CCCCC2C)ccc1OCc1c(C)noc1C (configuration not stated)	-1.1	-6.1	3.1	9.2	3.0	-2.5	11.1	-12.6	2.7
Cc1sc2ncnc(Nc3ccccc3)c2c1C	0.1	-0.6	-0.8	35.9	-9.3	-7.9	20.6	-0.7	-1.1
CC(C)COC(=O)c1ccc(NC(=O)C2C3CCC(C3)C2C(=O)O)cc1 (configuration not stated)	-0.8	-2.1	0.0	30.1	1.6	-9.5	24.5	-7.0	1.7

Ordered by heavy-atom count (falling): part of the list above
SMILES	TNF necrop inh	Runt-SMMHC FRET	TRPML3 agonist	CHOP inh	Mdm2 ligase inh	p47phox inh	PPC-1+TRAIL kill	EBV gp42 block	TRPN1 ag
Cc1c(NC(=O)c2nn3c(c2Br)NC(c2ccccc2)CC3C(F)(F)F)c(=O)n(-c2ccccc2)n1C (configuration not stated)	0.4	-2.8	1.4	14.8	4.0	-10.8	21.6	-6.1	4.1
Cn1nnnc1SC(C(=O)Nc1ccc(F)cc1)c1ccccc1 (configuration not stated)	1.3	-1.2	0.2	6.4	-17.8	4.6	1.5	0.6	-0.9
CSc1nc(-c2ccco2)cc(-c2ccccc2)c1C#N	-1.6	-8.0	-1.1	30.1	-9.0	-14.7	2.9	-19.3	-0.9

Next part
SMILES	TNF necrop inh	Runt-SMMHC FRET	TRPML3 agonist	CHOP inh	Mdm2 ligase inh	p47phox inh	PPC-1+TRAIL kill	EBV gp42 block	TRPN1 ag
Nc1nc(Nc2ccccc2F)nc(NCc2ccco2)c1[N+](=O)[O-]	-2.8	-10.4	-1.3	19.7	-12.2	-10.4	8.4	-7.9	-2.7
CNC(=O)c1cccnc1Nc1cccc(C(F)(F)F)c1	1.5	-1.2	1.4	32.6	-2.5	4.2	1.4	-2.3	1.2
CCOC(=O)C1=C(C)NC(=O)NC1c1cn(-c2ccccc2)nc1-c1cccs1 (configuration not stated)	0.5	0.6	0.0	-4.2	-11.1	-15.7	0.6	21.4	-0.6
CCN(CC)S(=O)(=O)c1ccc(C(=O)NCc2ccc(C)cc2)cc1	-0.4	-0.2	-0.4	-20.6	-5.0	-5.1	15.5	-24.7	-0.7
CC(C)CC(=O)Nc1ccccc1N1CCN(C(=O)c2ccccc2)CC1	-1.8	-1.6	0.0	5.0	0.2	-0.8	-9.5	-23.6	0.7
O=C(O)COc1ccccc1/C=N/Nc1ccc(S(=O)(=O)Nc2ccc(Cl)cc2)cc1[N+](=O)[O-]	2.1	-16.7	-1.2	7.8	2.9	-6.2	10.3	9.8	-1.3
O=C(c1cc2cc([N+](=O)[O-])ccc2oc1=O)N1CCN(c2ncccn2)CC1	0.7	0.7	-0.1	15.7	-11.4	-7.1	14.1	-18.6	-0.6
Cc1ccc(SCC(=O)NC2CC3CCC(C2)N3C)cc1 (configuration not stated)	2.5	-13.1	1.0	4.7	-6.5	2.4	3.3	-13.0	1.4
O=c1c2c(nc3n1CCS3)c1cc(F)ccc1n2Cc1cc(=O)n2cc(Cl)ccc2n1	-3.5	-4.7	0.7	29.0	.	-11.4	0.5	-9.6	-0.7
CCS(=O)(=O)N1CCCC(C(=O)NCCc2ccc(C)cc2)C1 (configuration not stated)	0.8	1.6	0.2	0.1	-9.0	-1.6	5.0	-5.7	-0.1
CC(C)n1c(=N)c(C(=O)NCCc2ccccc2)cc2c(=O)n3ccccc3nc21	0.7	-21.1	-0.5	-27.0	23.0	-1.3	5.9	-0.7	0.0
O=C(CSc1nnc(-c2ccccc2)c(-c2ccccc2)n1)Nc1ccc(Br)cn1	4.8	-2.2	-0.5	9.2	-2.3	-19.6	12.5	-51.6	-0.8
O=C(Cc1ccccc1Cl)NNC(=O)Nc1ccccc1	0.2	3.3	0.7	12.6	-8.5	-1.4	0.7	-1.7	0.2
CCCCC(=O)Nc1ccc(C(=O)NNC(=O)c2ccccc2Br)cc1	-1.6	-9.5	-0.2	14.1	-7.2	6.7	-2.0	-1.9	0.3
Cc1nn2c(-c3ccncc3)nnc2c2ccccc12	-5.3	1.9	0.3	49.2	-21.1	1.6	9.7	-5.8	0.0
CC1(C)NC(C(=O)O)Cc2c1[nH]c1ccccc21 (configuration not stated)	0.4	-6.1	0.8	5.5	-8.3	-0.6	-3.5[5 µM]	-13.4	0.6
CCOC(=O)C(C)S(=O)(=O)c1ccc(C(F)(F)F)cn1 (configuration not stated)	-2.5	-1.6	-0.3	3.5	-4.3	-5.3	13.1	-7.1	-0.5
